Screening data deposited in PubChem by several laboratories.
KCNK9 inh: KCNK9 potassium channel inhibitors, primary screen, HEK293 cells, thallium flux; FluxOR thallium flux fluorescence; active compounds read low; Potassium channel subfamily K member 9 (Homo sapiens), Q9NPC2; B-score at 10 µM; AID 488922, 2010; 310,000 tested, 1.2% active;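 active means ratio B-score over 3 SD below the library mean, with starting fluorescence within 5 SD of its mean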;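 further: negative B-score means less thallium flux so channel inhibition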
Target sequence (Q9NPC2 whole entry, looked up): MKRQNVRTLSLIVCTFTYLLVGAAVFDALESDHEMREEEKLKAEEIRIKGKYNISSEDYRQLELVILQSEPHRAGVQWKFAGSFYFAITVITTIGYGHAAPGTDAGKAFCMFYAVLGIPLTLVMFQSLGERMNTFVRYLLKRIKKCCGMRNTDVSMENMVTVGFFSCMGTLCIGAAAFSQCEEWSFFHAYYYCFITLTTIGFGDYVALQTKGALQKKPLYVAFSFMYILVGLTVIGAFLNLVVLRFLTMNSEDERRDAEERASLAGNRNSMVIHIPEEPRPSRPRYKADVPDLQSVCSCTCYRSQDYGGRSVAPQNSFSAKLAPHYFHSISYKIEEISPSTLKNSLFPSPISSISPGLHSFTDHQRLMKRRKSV
KCNQ1 inh: inhibitors of human KCNQ1 channel, primary screen, cell-based, thallium flux, high-throughput. Potassium voltage-gated channel subfamily KQT member 1 (Homo sapiens), P51787. CHO-K1 KCNQ1, FluxOR thallium flux fluorescence; active compounds read high. B-score at 10 µM. 310,000 tested, 1.3% active. AID 2642, 2010;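 active means compounds whose thallium flux B-score, printed positive for inhibition, exceeds three library SD while starting fluorescence stays within three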;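 further: channel opened by potassium depolarization with thallium stimulus after 20 min compound exposure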
hERG rescue: hERG rescue from dofetilide block, primary screen, cell-based, CHO-hERG, FluxOR thallium flux, dofetilide IC70; Voltage-gated inwardly rectifying potassium channel KCNH2 (Homo sapiens), Q12809; dofetilide IC70 present; activation (rescue from dofetilide block), less the hit threshold, % at 10 µM; 310,000 tested, 0.51% active; AID 1511, 2009;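 active means activation above the mean of controls blocked by dofetilide plus 5 SD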;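 further: thallium influx through hERG after potassium depolarization seen as dye fluorescence rise; in these data hits start at about 4.7%; inactives centre near -7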
KCNQ1 pot: potentiators or activators of KCNQ1 channel, primary screen, cell-based, thallium flux, high-throughput | Potassium voltage-gated channel subfamily KQT member 1 (Homo sapiens), P51787 | CHO-K1 KCNQ1, thallium flux FluxOR fluorescence; active compounds read high | B-score at 10 µM | 310,000 tested, 0.35% active | AID 2648, 2010;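 active means fluorescence ratio B-score, a plate-corrected score, at least three library SD, with initial intensity B-score within 5 SD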
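System: CHO-K1 cells stably expressing KCNQ1 / Medium: assay buffer for compound exposure, DMSO matched across wells / Reagent: thallium- and potassium-containing depolarizing buffer / Compound: one concentration, matched DMSO / Incubation: 20 min compound pretreatment at room temperature / Measured by: kinetic FluxOR fluorescence, 10 s baseline plus 110 s post-stimulus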
KCNK3 inh: human KCNK3 channel inhibitors, primary screen, CHO cells, FluxOR thallium flux, B-score; FluxOR fluorescence; active compounds read low; AID 602410, 2012; B-score at 10 µM; 340,000 tested, 0.84% active;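 active means B-score under library mean minus 4 SD, starting fluorescence ratio at most library mean plus 5 SD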;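 further: more negative B-score means stronger inhibition of thallium flux through KCNK3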
PolyA inh: polyadenylation inhibitors in yeast reporter cells, primary screen, luminescence, S. cerevisiae; calls only at 12 µM; 300,000 tested, 0.02% active; AID 1875, 2009; S. cerevisiae SKY197-pL101 polyadenylation reporter, beta-gal luminescence; efflux-impaired pdr1/pdr3 knockout yeast; score 100 = 6 SD above DMSO;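 active means lowest replicate activity score at least 50, where 100 means six control SD above control mean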;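 further: yeast exposed to compound for 9 h at 30 °C; higher score means more reporter readthrough which indicates perturbed polyadenylation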
Dyrk1A ADPGlo: rat Dyrk1A kinase inhibitors, primary screen, biochemical, single point, plate reader; inhibition, % at 12.5 µM; Dual specificity tyrosine-phosphorylation-regulated kinase 1A (Rattus norvegicus), Q63470; ADP-Glo luminescence, NFATc1 peptide; 310,000 tested, 0.43% active; AID 504441, 2011; in the data active means inhibition above about 50%;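 further: plate controls were vehicle with enzyme for no effect and no enzyme for full effect; many of its hits are not listed in these tables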
GSK3A inh: blockers of GSK3A enzyme activity – biochemical, luminescence, cell-free homogeneous, HTS, primary screen; inhibition, % at 10 µM; GSK-3 alpha kinase, ADP-Glo luminescence, 60 min; 320,000 tested, 0.1% active; Glycogen synthase kinase-3 alpha (Homo sapiens), P49840;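 in the data active means inhibition above about 50%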;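 further: GST-tagged GSK-3 alpha with peptide substrate and 25 µM ATP; 0% = DMSO neutral wells and 100% = GW8510 positive control wells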
RGS4 pot: RGS4 potentiators or activators, primary screen, cell-based, HEK293 M3R inducible RGS4, calcium flux; carbachol calcium flux Fluo4; active compounds read low; B-score at 10 µM; 310,000 tested, 0.92% active; AID 463111, 2010;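 active means B-score of the integrated calcium signal more than 4 SD below the library mean, with starting fluorescence not abnormally high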;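 further: negative B-score means reduced calcium response which marks RGS4 activation or potentiation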
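test system = M3R-expressing HEK293 line, RGS4 induced by doxycycline | probe or stimulus = carbachol at ECmax as muscarinic agonist stimulus | timing = dye loading 30 min 37 °C, buffer rest 30 min RT | signal = calcium dye Fluo4 fluorescence | evaluation = B score from integrated fluorescence ratio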
GSK3beta inhib: human GSK3beta kinase inhibitors, primary screen, biochemical, cell-free homogeneous, HTS | AID 2097, 2009 | 300,000 tested, 0.038% active | Glycogen synthase kinase-3 beta (Homo sapiens), P49841 | GST-GSK3beta kinase, ADP-Glo luminescence, 60 min; active compounds read low | activity score (negative = inhibition), % at 10 µM;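 active means more than half of replicate wells score below -50%, meaning over 50% inhibition versus plate controls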;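 further: 0% = median DMSO wells and -100% = median GW8510 positive control wells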
Target sequence (P49841 whole entry, looked up): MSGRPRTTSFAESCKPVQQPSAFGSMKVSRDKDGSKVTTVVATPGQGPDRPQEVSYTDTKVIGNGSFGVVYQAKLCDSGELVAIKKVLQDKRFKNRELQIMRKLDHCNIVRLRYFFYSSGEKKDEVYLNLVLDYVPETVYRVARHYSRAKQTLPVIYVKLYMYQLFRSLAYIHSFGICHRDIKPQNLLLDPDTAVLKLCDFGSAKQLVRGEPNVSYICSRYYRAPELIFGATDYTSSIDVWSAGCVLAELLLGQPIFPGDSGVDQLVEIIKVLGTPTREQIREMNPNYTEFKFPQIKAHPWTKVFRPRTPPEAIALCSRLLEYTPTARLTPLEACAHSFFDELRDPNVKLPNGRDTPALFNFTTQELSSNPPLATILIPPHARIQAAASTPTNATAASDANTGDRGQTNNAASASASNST
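Assay system: GST-fused GSK3beta enzyme, cell-free / Medium: Tris pH 7.5 buffer with MgCl2, DTT, BSA, heparin / Also added: peptide substrate plus 25 µM ATP (final) / Compound: 10 µM single point / Timing: kinase reaction with compound 60 min at room temperature / Detection: ADP-Glo luminescence / Benchmarks: DMSO neutral wells and GW8510 at 20 µM as positive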
RGS4 block: RGS4 inhibitors, primary screen, cell-based, HEK293 M3R inducible RGS4, calcium flux | Fluo-4 calcium flux; active compounds read high; triggered by carbachol at its EC20 | B-score at 10 µM | 310,000 tested, 0.45% active | AID 463165, 2010;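 active means B-score, a plate-corrected calcium signal, over three deviations above library mean, with baseline fluorescence within five deviations of library mean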;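 further: RGS4 expression induced by doxycycline in cells with stable M3 receptor; B-score is computed from the integrated fluorescence ratio over baseline after carbachol; higher B-score means a larger calcium signal and so more RGS4 inhibition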
Target sequence (P49798 whole entry, looked up): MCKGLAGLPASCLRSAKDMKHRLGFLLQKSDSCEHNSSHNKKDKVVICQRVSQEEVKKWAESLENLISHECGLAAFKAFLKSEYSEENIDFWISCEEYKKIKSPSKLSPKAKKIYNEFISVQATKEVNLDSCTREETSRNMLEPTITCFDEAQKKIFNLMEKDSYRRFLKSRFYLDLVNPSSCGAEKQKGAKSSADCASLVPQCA
Numbers without * were called inactive; i = inactive; · = not tested or not shown. The list is partial, so the mix of outcomes need not match the whole.

molecule	KCNK9 inh	KCNQ1 inh	hERG rescue	KCNQ1 pot	KCNK3 inh	PolyA inh	Dyrk1A ADPGlo	GSK3A inh	RGS4 pot	GSK3beta inhib	RGS4 block
CCc1ccc(NC(=O)CS(=O)CC(=O)NC(C)CCc2ccco2)cc1 (stereo not drawn)	i	i	-1	i	i	i	2	-2	i	0	i
Cc1cccc(OCc2nnc(SC(C)C(=O)O)n2Cc2ccccc2)c1 (stereo not drawn)	i	i	-6	i	i	i	-6	-7	i	3	i
CC1CCCN(S(=O)(=O)c2ccc(-c3ccc(=O)[nH]n3)o2)C1 (stereo not drawn)	i	i	-7	i	i	i	0	7	i	-1	i
Cn1cc(/C=C(\NC(=O)c2ccccc2)C(=O)NCCCN2CCOCC2)c2ccccc21	i	i	-10	i	i	i	-4	0	i	-3	i
CC(Sc1ccc(Cl)cc1)C(=O)Nc1ccccc1C(=O)N1CCOCC1 (stereo not drawn)	i	i	-7	i	i	i	15	·	i	-1	i
Cc1ccccc1CC(=O)N1CCCC(CCC(=O)N2CCN(c3ccccn3)CC2)C1 (stereo not drawn)	i	i	-9	i	i	i	-4	-1	i	-2	i
O=c1[nH]c(/C=C\c2cccc(Cl)c2)nc(O)c1[N+](=O)[O-]	i	i	-6	i	i	i	3	-2	i	1	i
Cc1ccc2nc(C)cc(N/N=C/c3cccnc3)c2c1	i	i	-6	i	i	i	-2	4	i	3	i
COc1cc(OC)c(C(=O)OCC(=O)c2cc(C)n(CC3CCCO3)c2C)cc1OC (stereo not drawn)	i	i	-8	i	i	i	·	-1	i	3	i
Cc1cc(NC(=O)c2ccc(Cl)cc2)no1	i	i	-5	i	i	i	-5	-4	i	0	i

(continued)
molecule	KCNK9 inh	KCNQ1 inh	hERG rescue	KCNQ1 pot	KCNK3 inh	PolyA inh	Dyrk1A ADPGlo	GSK3A inh	RGS4 pot	GSK3beta inhib	RGS4 block
CC(C)(C)C1CCc2sc(-c3nnc(CCl)o3)cc2C1 (stereo not drawn)	i	i	-24	i	i	i	·	-2	i	-18	i
CCOC(=O)c1c(C)nc2sccn12	i	i	-10	i	i	i	-1	-1	i	-6	i
O=C(CCN1CCN(c2ccccc2)CC1)Nc1nccs1	i	i	-2	i	i	i	-3	3	i	-3	i
O=C(CSc1ccccn1)N1CCCC(Nc2ccccc2)C1 (stereo not drawn)	i	i	-5	i	i	i	8	·	i	-1	i
Nc1ccc[n+](CC(=O)c2ccccc2)c1	i	i	-4	i	i	i	2	-1	i	0	i
CCOc1ccc(-c2cc(C(=O)N3CCN(C)CC3)c3ccccc3n2)cc1	i	i	-24	i	i	i	6	-5	i	2	i
CCS(=O)(=O)N1CCN(c2c(Cl)cccc2[N+](=O)[O-])CC1	i	i	-8	i	i	i	-1	1	i	-3	i
CCOC(=O)[C@@H]1[C@H]2COc3cc(OC)ccc3[C@@H]2N2C(=O)N(c3ccc(C)cc3)C(=O)[C@@]12C	i	i	-5	i	i	i	2	-1	i	-4	i
O=C(CNc1ccccc1)N/N=C/c1ccc([N+](=O)[O-])cc1	i	i	-10	i	i	i	-7	5	i	1	i
COc1ccc(Br)cc1CN1CCCCCCC1	i	i	1	i	i	i	-3	-1	i	2	i

New compounds follow.
molecule	KCNK9 inh	KCNQ1 inh	hERG rescue	KCNQ1 pot	KCNK3 inh	PolyA inh	Dyrk1A ADPGlo	GSK3A inh	RGS4 pot	GSK3beta inhib	RGS4 block
O=C(CC1SC(=Nc2ccccc2)N(CCc2c[nH]c3ccccc23)C1=O)Nc1ccccc1F (stereo not drawn)	i	i	-7	i	i	i	1	-2	i	0	i
O=C(NCCc1ccccn1)C1CC(=O)N(Cc2ccccc2Cl)C1 (stereo not drawn)	i	i	-10	i	i	i	-15	-3	i	-2	i
Fc1ccc(-n2c(Cc3ccccc3)nnc2SCc2nc(-c3ccc(Cl)cc3)no2)cc1	i	i	-11	i	i	i	5	0	i	·	i
Cc1ccc(NS(=O)(=O)c2ccc(NC(=O)C3CC3)cc2)c(C)c1	i	i	-9	i	i	i	-5	0	i	0	i
Cc1ccc(S(=O)(=O)CCc2nc3ccccc3n2CCC#N)cc1	i	i	-10	i	i	i	0	·	i	-5	i
CCOC(=O)CNC(=O)c1ccccc1	i	i	-4	i	i	i	-4	6	i	-1	i
COC(=O)CN(C)C(=O)c1ccc(OC2CCN(S(=O)(=O)N(C)C)CC2)cc1	i	i	-11	i	i	i	-6	-1	i	-1	i
CCCC(C(=O)NC1CCCC1)N(C(=O)c1snc(C(N)=O)c1N)c1ccc(F)cc1 (stereo not drawn)	i	i	-10	i	i	i	3	·	i	4	i
Cc1cc(C)c2nc(N3CCCC(C(=O)N4CCN(c5ncccn5)CC4)C3)sc2c1 (stereo not drawn)	i	i	-16	i	i	i	10	-2	i	2	i
CC1CCCN(C(=O)CSc2nnc(-c3ccc(S(=O)(=O)N4CCOCC4)cc3)n2C)C1 (stereo not drawn)	i	i	1	i	i	i	2	-1	i	0	i

Further structures follow.
molecule	KCNK9 inh	KCNQ1 inh	hERG rescue	KCNQ1 pot	KCNK3 inh	PolyA inh	Dyrk1A ADPGlo	GSK3A inh	RGS4 pot	GSK3beta inhib	RGS4 block
CCN(CC)S(=O)(=O)c1ccc(S(=O)(=O)NCc2cccs2)cc1	i	i	-1	i	i	i	-3	-1	i	1	i
Cc1ccc(C(=O)N2CCC3(CC2)Oc2ccc(F)cc2C(=O)C32CC(c3ccccc3)=NO2)s1 (stereo not drawn)	i	i	-7	i	i	i	3	-2	i	-1	i
O=C(NCc1ccc(F)cc1)c1noc2c1CCCC2	i	i	-5	i	i	i	2	-2	i	2	i
CC(C)CCNC(=O)C(CC(C)C)N(Cc1ccc2c(c1)OCO2)C(=O)c1snc(C(N)=O)c1N (stereo not drawn)	i	i	-26	i	i	i	-7	·	i	-2	i
CCC(C)(C)NC(=O)CN(C(=O)c1snc(C(N)=O)c1N)c1ccc2c(c1)OCO2	i	i	-6	i	i	i	-3	4	i	-13	i
COc1ccc(OC)c(/C=N/NC(=O)CSc2cc(C)nc3c(OC)cccc23)c1	i	i	-6	i	i	i	-2	1	i	0	i
COc1ccc(-c2cc(C(=O)OCC(=O)c3cccc([N+](=O)[O-])c3)c3cc(C)ccc3n2)cc1	i	i	-8	i	i	·	-5	-2	i	1	i
COc1ccc(S(=O)(=O)NCC2CCCO2)cc1NC(=O)c1ccccc1F (stereo not drawn)	i	i	-5	i	i	i	-2	-1	i	3	i
Cc1cc(NC(=O)C(C)SCC(=O)Nc2cc(C(F)(F)F)ccc2N2CCOCC2)no1 (stereo not drawn)	i	i	-15	i	i	i	6	1	i	-2	i
COc1cc(C(=O)N2CCN(Cc3ccc4c(c3)OCO4)CC2)c([N+](=O)[O-])cc1OC	i	i	1	i	i	i	1	1	i	3	i

(further entries)
molecule	KCNK9 inh	KCNQ1 inh	hERG rescue	KCNQ1 pot	KCNK3 inh	PolyA inh	Dyrk1A ADPGlo	GSK3A inh	RGS4 pot	GSK3beta inhib	RGS4 block
CC(O)CNCCCOc1cccc(C(F)(F)F)c1 (stereo not drawn)	i	i	-9	i	i	i	0	0	i	3	i
COc1ccc(C(=O)c2ccc(N(C)C)cc2)c2ccccc12	i	i	0	i	i	i	·	-3	i	-3	i
CCC/C=C1/CCCOC(C(=O)NCc2ccccn2)(C(F)(F)F)C1 (stereo not drawn)	i	i	-11	i	i	i	-2	0	i	-8	i
Cc1nn(C)cc1/C=N/NC(=O)Cn1nccc1C	i	i	-10	i	i	i	11	-1	i	-4	i
O=C(CSc1nnc(CN2CCCCC2)n1-c1ccccc1)c1ccc2c(c1)OCO2	i	i	-14	i	i	i	-11	-1	i	3	i
O=c1[nH]c2cc3c(cc2cc1CN(Cc1ccco1)C(=S)NCC1CCCO1)OCCO3 (stereo not drawn)	i	i	-13	i	i	i	3	-1	i	2	i
C=CCOc1c(Br)cc(/C=N/NC(N)=O)cc1OC	i	i	-6	i	i	i	-4	-2	i	4	i
Cc1ccc(S(=O)(=O)Nc2cccc(-c3ccc(N4CCCCCC4)nn3)c2)c(C)c1	i	i	-8	i	i	i	2	-1	i	2	i
C/C(=C\c1ccccc1)CN1CCN(c2ccccc2)CC1	i	i	-13	i	i	i	1	6	i	-1	i
CN1CCN(c2cc(N3CCc4ccccc4C3)c(F)cc2[N+](=O)[O-])CC1	i	i	-23	i	i	i	-4	2	i	2	i

Going on with the list.
molecule	KCNK9 inh	KCNQ1 inh	hERG rescue	KCNQ1 pot	KCNK3 inh	PolyA inh	Dyrk1A ADPGlo	GSK3A inh	RGS4 pot	GSK3beta inhib	RGS4 block
Cc1nc(/C=[N+](\[O-])C(C)(C)/C=N/O)n(O)c1C	i	i	-1	i	i	i	3	-2	i	-3	i
C#CCNC(=O)C1=C[C@@H](c2coc3ccccc3c2=O)C[C@@H](OCc2ccc(CO)cc2)O1	i	i	-13	i	i	i	4	0	i	-4	i
COc1ccc(C2Nc3ccccc3C(=O)N2c2ccccc2)cc1Cn1cc([N+](=O)[O-])cn1 (stereo not drawn)	i	i	-16	i	i	i	-6	0	i	4	i
COc1ccc(C(=O)Cc2ccccc2)cc1OC	i	i	-4	i	i	i	-9	7	i	-3	i
O=C1CCCN2N=C(SCC(=O)N3N=C(c4ccc(Br)cc4)CC3c3ccc(F)cc3)SC2=N1 (stereo not drawn)	i	i	-5	i	i	i	-6	-1	i	-1	i
